DNMT1 inh = blocks human DNA methyltransferase DNMT1; P26358; DNMT1 molecular beacon, Hinp1I cleavage, fluorescence; inhibition (reported as % activation of signal), % at 10 µM; 360,000 tested, 0.83% active; AID 588458; in the data active means inhibition above about 50%
Scp-1 inhibitor = inhibitors of human Scp-1 phosphatase; inhibition, % at 20 µM; Q9GZU7; 340,000 tested, 0.88% active; Recombinant Scp1, phosphopeptide, malachite green phosphate absorbance; AID 493091;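 active means inhibition above about 50% at 20 µM, limit read from the data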;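 further: plate controls were DMSO wells with enzyme for no effect and wells lacking enzyme for full effect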
Target sequence (Q9GZU7 76-261 limits assumed): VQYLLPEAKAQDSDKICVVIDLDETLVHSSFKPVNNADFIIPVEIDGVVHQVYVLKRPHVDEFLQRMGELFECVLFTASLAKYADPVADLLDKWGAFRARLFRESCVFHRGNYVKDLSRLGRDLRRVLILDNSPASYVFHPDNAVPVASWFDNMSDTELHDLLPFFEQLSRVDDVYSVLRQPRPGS
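Test system: SCP-1 phosphatase catalytic domain, residues 76-261 | Compound dosing: One concentration, 20 µM, with 1.0% DMSO | Schedule: 45 min room-temperature reaction, 5 min colour, 30 min stabiliser | Detection: Absorbance at 630 nm | Read-out basis: % inhibition of SCP-1 phosphate liberation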
SUMO1-SIM PPI = alters human SUMO1 binding to SIM partners; P63165; SUMO1 binding to a labelled peptide, TR-FRET, 1 h; inhibition, % at 20 µM; 360,000 tested, 0.33% active; AID 602429; in the data active means inhibition above about 37%
MsrA act = activates bovine MsrA enzyme; purified bovine MsrA, absorbance read-out; activation, % at 10.6 µM; 360,000 tested, 0.3% active; AID 602163; in the data active means activation above about 7.5%;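 further: 0% = vehicle and 100% = reference activator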
LMPTP block = blocks human LMPTP phosphatase. P24666. inhibition, % at 20 µM. recombinant LMPTP-A, OMFP fluorogenic substrate, fluorescence intensity. 360,000 tested, 0.22% active;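 active means compounds that cut the enzyme signal by at least half of the control window in the single-dose screen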;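 further: plate controls were DMSO wells with enzyme plus substrate for no effect and substrate without enzyme for full effect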
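material = LMPTP-A | quantity = 0.625 nM enzyme | reagent = OMFP substrate, 400 µM final | buffer or medium = Bis-Tris pH 6.0, DTT, detergent | detection = endpoint fluorescence intensity from OMFP dephosphorylation | dosing = single 20 µM dose | read-out basis = % inhibition relative to no-enzyme and uninhibited control wells | control set = no-enzyme and uninhibited controls | timing = 50 min at room temperature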
NRP1-CendR mod = modulators of CendR peptide binding to human neuropilin-1 | O14786 | FAM-RPARPAR peptide binding to NRP-1, fluorescence polarization | inhibition, % at 25 µM | 360,000 tested, 0.85% active | AID 602438;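 active means inhibition or corrected inhibition above about 18%, plus a signal ratio from 0.5 to 1.5, limit read from the data, passing the limit was not always enough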; further: strong numbers were not always called active
Target sequence (O14786 whole entry, looked up): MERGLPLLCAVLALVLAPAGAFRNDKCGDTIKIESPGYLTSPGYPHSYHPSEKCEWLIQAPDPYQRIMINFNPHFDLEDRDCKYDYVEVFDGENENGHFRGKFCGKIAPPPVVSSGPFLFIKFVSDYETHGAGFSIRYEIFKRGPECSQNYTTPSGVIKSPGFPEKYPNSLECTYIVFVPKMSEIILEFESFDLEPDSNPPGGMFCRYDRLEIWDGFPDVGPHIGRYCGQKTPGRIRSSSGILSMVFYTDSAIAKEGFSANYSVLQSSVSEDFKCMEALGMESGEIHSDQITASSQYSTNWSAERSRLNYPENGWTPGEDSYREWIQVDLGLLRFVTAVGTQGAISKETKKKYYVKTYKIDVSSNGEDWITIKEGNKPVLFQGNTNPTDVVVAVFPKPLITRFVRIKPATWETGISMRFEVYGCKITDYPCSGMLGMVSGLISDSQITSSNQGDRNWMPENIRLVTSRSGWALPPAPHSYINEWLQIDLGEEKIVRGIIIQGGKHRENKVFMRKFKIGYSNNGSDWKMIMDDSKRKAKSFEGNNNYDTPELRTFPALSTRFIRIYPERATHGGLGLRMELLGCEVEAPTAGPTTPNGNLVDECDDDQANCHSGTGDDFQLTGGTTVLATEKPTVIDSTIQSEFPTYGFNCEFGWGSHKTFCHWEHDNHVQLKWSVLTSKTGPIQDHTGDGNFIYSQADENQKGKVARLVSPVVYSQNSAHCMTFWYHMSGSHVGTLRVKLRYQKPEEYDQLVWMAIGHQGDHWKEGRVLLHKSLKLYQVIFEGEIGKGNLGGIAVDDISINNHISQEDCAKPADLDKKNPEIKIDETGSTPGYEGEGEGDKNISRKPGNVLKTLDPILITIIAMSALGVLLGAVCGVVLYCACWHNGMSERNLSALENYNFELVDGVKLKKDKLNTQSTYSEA
eLon inh = inhibits E. coli Lon protease | P0A9M0 | purified E. coli Lon protease, fluorescence polarization | inhibition, % at 7.94 µM | 360,000 tested, 0.42% active | AID 602123; in the data active means inhibition above about 13%, passing the limit was not always enough;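 further: 0% = enzyme with probe and DMSO and 100% = no enzyme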
STEP inh = blocks human striatal-enriched tyrosine phosphatase; inhibition, % at 20 µM; recombinant STEP, OMFP fluorogenic substrate, fluorescence; 360,000 tested, 0.25% active; P54829;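 active means inhibition at 20 µM, scaled per plate between control wells, above about 37%, limit read from the data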;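 further: 0% = DMSO with enzyme and substrate and 100% = substrate only without enzyme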
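Also added – OMFP at 25 µM · Test system – STEP tyrosine phosphatase · Technique – FITC-channel fluorescence of OMFP product · Schedule – 20 min at room temperature, dark · Evaluation – control-normalized % inhibition with plate pattern correction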
Tb MetRS inh = blocks T. brucei methionyl-tRNA synthetase activity. purified T. brucei MetRS, ATP depletion, Kinase-Glo luminescence. inhibition, % at 11.9 µM. 360,000 tested, 0.4% active. AID 624268;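 active means inhibition above a per-plate cutoff of the control wells' mean inhibition plus 3 SD, cut at about 5.5% in these data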;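 further: 0% = DMSO wells median and 100% = median of wells with control inhibitor compound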
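Test system – parasite MetRS enzyme · Reagent – substrates ATP, L-methionine and bulk Escherichia coli tRNA · Doses – 11.9 µM compound single dose, 0.9% DMSO · Times – 15 min enzyme-compound preincubation, 2 h reaction, 10 min detection, 25 °C · Signal – Kinase-Glo luminescence, ATP depletion format · Controls – DMSO-only wells as low control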
MsrA inh = inhibitors of bovine MsrA. purified bovine MsrA, absorbance read-out. inhibition, % at 15.5 µM. 360,000 tested, 0.75% active. AID 651718; in the data active means inhibition above about 4.5%;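 further: 0% = vehicle wells with enzyme and 100% = reference inhibitor wells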
* hit, by the source's call; nt = not tested or not shown; & = joins results of further samples.

SMILES | DNMT1 inh | Scp-1 inhibitor | SUMO1-SIM PPI | MsrA act | LMPTP block | NRP1-CendR mod | eLon inh | STEP inh | Tb MetRS inh | MsrA inh
CNS(=O)(=O)c1ccc(NC(=O)Nc2ccc3c(c2)OCO3)cc1 | 6 | -4 | 4 | -15 | 1.3 | -5 | -1 | -1 | -0.8 | 0.9
CCn1nnc(NC(=O)c2cccnc2Cl)n1 | 1 | -1 | -1 | -10 | -0.6 | 7 | 6 | -1 | -1.5 | -1.9
COc1ccc(NC(=O)CSCC(=O)Nc2cc(Cl)ccc2N2CCOCC2)cc1 | -2 | -4 | 6 | -3 | -0.4 | 8 | 10 | -2 | -0.4 | -1.3
CC(NC(=O)CN(c1cccc(C(F)(F)F)c1)S(C)(=O)=O)c1ccccc1 (stereo not drawn) | -3 | 8 | -1 | -2 | -1.1 | -3 | -1 | -2 | -0.6 | -0.5
CCn1cc(CN2CCN(CCC(C)C)C(CCO)C2)c2ccccc21 (stereo not drawn) | -3 | -6 | 6 | -3 | 0.5 | -3 | -2 | 2 | 1.3 | 1.2
Cc1cc(S(=O)(=O)N2CCCCC2CCNC(=O)C(=O)NCC2CCCO2)ccc1F (stereo not drawn) | 0 | -6 | -2 | -1 | -0.1 | -10 | 5 | -1 | -0.3 | 0.9
Cc1ccc(S(=O)(=O)NCC(=O)OCC(=O)Nc2ncc(Cl)cc2Cl)cc1 | 2 | 8 | 3 | -10 | 1.4 | -4 | 5 | 1 | -1.3 | -0.7
CCN(CC)CCN1CCN(c2cncc(-c3ccc4ccccc4c3)n2)CC1 | 4 | nt | -22 | 2 | -1.9 | -2 | -25 | -4 | 0.0 | -0.6
CC1(C)Cc2cccc(OCC(N)=O)c2O1 | -2 | -12 | -1 | -10 | -2.3 | -6 | 3 | -4 | -0.4 | 0.1
COC(=O)c1ccc2cn[nH]c2c1 | 4 | nt | 0 | -1 | -1.9 | -1 | -10 | -4 | -0.1 | -0.8
CCOC(=O)CN1CCC(c2cc(-c3ccc(Cl)cc3)n[nH]2)CC1 | 0 | -4 | -2 | 1 | 0.1 | 5 | -8 | -2 | -0.6 | -0.3
COc1ccc(/C=C(/NC(=O)c2ccccc2)C(=O)N/N=C/c2ccncc2)c(OC)c1 | 0 | -2 | -8 | -5 | -0.7 | -4 | -10 | -1 | -0.4 | 3.4
Cc1ccccc1Nc1nccc(N(C)C)c1C#N | 2 | -8 | 1 | -3 | -0.9 | -6 | 2 | 0 | -0.8 | -0.6
COCCNC(=S)Nc1cc2oc3ccccc3c2cc1OC | -4 | -9 | 0 | 2 | 0.3 | 5 | -3 | 2 | -0.3 | -0.3
Cc1ccc(Sc2ncccc2COC(=O)Nc2ccccc2)cc1 | -2 | 8 | 2 | -6 | 0.7 | -15 | -10 | 0 | 0.8 | -0.4
C/C(=N/NC(=O)c1cccs1)c1cccc(N)c1 | -2 | 2 | 0 | -5 | -0.2 | -7 | 12 | 1 | -0.7 | 2.7
O=C(Nc1nccs1)c1cc2sccc2n1Cc1ccc(Cl)cc1 | 13 | 1 | 0 | -3 | 1.3 | -11 | -3 | -4 | -0.4 | -0.6
CCN1CCCC(OC(=O)c2cc(-c3ccccc3Cl)nc3ccccc23)C1 (stereo not drawn) | -1 | -5 | -6 | -1 | -0.5 | 10 | 1 | 1 | -0.6 | -0.4
O=C(c1ccccc1)N1CCN(C(=O)N2CCCCC2)CC1 | 0 | -10 | 1 | 1 | -2.7 | -8 | -13 | 4 | -0.6 | 0.2
Cc1cc(C(=O)CSc2nnnn2-c2ccccc2)c(C)n1CCc1ccccc1 | 11 | -2 | 0 | -3 | 2.7 | -7 | -4 | 1 | -0.1 | 0.0
CCC(=O)Nc1ccc(NC(=O)CSc2nnnn2C2CCCC2)cc1C | -1 | -3 | 2 | -1 | 0.1 | -7 | 3 | 0 | 0.3 | 0.5
Cc1cnccc1CNC(=O)CC1C(=O)NCCN1CC(C)(C)C (stereo not drawn) | -8 | -6 | 1 | -2 | -1.3 | 26* | 6 | 0 | -0.9 | 0.0
O=C(Nc1ccnn1C1CCN(C2CCCCC2)CC1)c1cccc(F)c1 | 0 | 3 | -3 | -8 | -1.2 | 4 | 2 | 0 | -0.9 | -1.0
COc1ccc(/C=C/C(=O)C(C)(C)C)cc1OC | 50* | -8 | -12 | 1 | -0.7 | 10 | -1 | 0 | 0.5 | 3.2
c1ccc2c(c1)CC1(CCCC1)n1nnnc1-2 | -2 | -6 | 2 | 1 | -0.2 | 0 | 0 | -2 | 0.4 | 0.6
C[C@@H]1O[C@@H](O[C@@H]2[C@@H](O)[C@H](OCCc3ccc(O)c(O)c3)O[C@H](CO)[C@H]2OC(=O)/C=C/c2ccc(O)c(O)c2)[C@H](O)[C@H](O)[C@H]1O | 7 | -12 | 4 | -5 | -0.2 | -2 | 1 | 2 | 0.4 | 2.7
COC(=O)C1=C(C)N(Cc2ccccc2)C(=NCc2ccc3c(c2)OCO3)N[C@H]1c1ccccc1 | 5 | 6 | 2 | -1 | 1.4 | -5 | 0 | 1 | 0.1 | 0.0
Cn1cc(/C=C/c2cc[n+](C)cc2)c2cc(F)ccc21 | 60* | 37 | -85 | 1 | -0.7 | 143 | -318 | -14 | -0.8 | nt
CC(C)Oc1ccc(F)cc1-c1cc(C(=O)Nc2ccccc2)[nH]n1 | 3 | nt | 2 | 0 | 0.7 | 4 | -3 | -1 | -0.3 | -0.4
COc1ccccc1-c1noc(-c2ccncc2)n1 | -8 | -14 | 0 | -2 | -0.9 | 1 | -8 | -1 | -1.6 | -0.9

The last 2 entries of the part before are carried over, then new ones follow.
SMILES | DNMT1 inh | Scp-1 inhibitor | SUMO1-SIM PPI | MsrA act | LMPTP block | NRP1-CendR mod | eLon inh | STEP inh | Tb MetRS inh | MsrA inh
CC(C)Oc1ccc(F)cc1-c1cc(C(=O)Nc2ccccc2)[nH]n1 | 3 | nt | 2 | 0 | 0.7 | 4 | -3 | -1 | -0.3 | -0.4
COc1ccccc1-c1noc(-c2ccncc2)n1 | -8 | -14 | 0 | -2 | -0.9 | 1 | -8 | -1 | -1.6 | -0.9
COc1ccc([N+](=O)[O-])cc1COc1ccc2c(-c3ccccc3)cc(=O)oc2c1 | 32 | -4 | 2 | -8 | 2.8 | -12 | -2 | 2 | -1.0 | 0.5
CC1Cc2ccccc2N1S(=O)(=O)c1cccc(C(=O)N2Cc3ccccc3CC2C(N)=O)c1 (stereo not drawn) | -10 | -10 | 1 | -3 | -0.5 | 0 | 0 | 4 | 0.3 | -1.2
COc1cc(/C=N/N=C/c2cc(OC)c(O)c(OC)c2)cc(OC)c1O | 0 | -2 | -9 | -11 | -1.0 | -4 | -48 | 0 | -1.5 | 6.0*
CC(C)(CC(=O)O)CC(=O)N1CCCN(c2nc3ccc(Cl)cc3s2)CC1 | -2 | 7 | 6 | 1 | -2.7 | 3 | -10 | 1 | -0.1 | -0.8
O=C(c1ccco1)N1CCN(c2ccc(S(=O)(=O)N3CCCC3)cc2)CC1 | -3 | -2 | -3 | -3 | 0.1 | -5 | 2 | -1 | 0.1 | 1.5
COC(=O)c1nnn(CC(=O)NC(=O)Nc2cccc(C)c2C)c1C(=O)OC | -1 | -4 | 2 | -6 | -2.4 | -19 | -5 | -5 | -0.4 | 0.3
COc1cc(/C=C/C(=O)Nc2cccc(S(=O)(=O)NC3=NCCCCC3)c2)ccc1OCC#N | -3 | -1 | -9 | -4 | 2.1 | -2 | -3 | -1 | -0.8 | 2.9
Cc1cc(C)n(CC(O)CN2c3ccccc3Sc3ccccc32)n1 (stereo not drawn) | -1 | 0 | 4 | -12 | -1.4 | 2 | -9 | -2 | -1.3 | 0.4
O=C1C=C(c2ccc3ccccc3c2)C[C@@H](c2ccc(F)cc2)C1 | -2 | -17 | -4 | -1 | 4.9 | 10 | 1 | 1 | -0.2 | 1.1
COc1ccc2c(c1)c1nnc(SC)nc1n2C | 3 | -1 | -11 | 5 | 0.6 | 8 | -8 | 0 | 0.0 | 0.2
Cc1cc(N=CC2=C(O)CCCC2=O)no1 | -1 | -8 | -4 | 2 | 1.0 | 10 | -6 | 0 | -0.1 | 0.7
CCOC(=O)[C@@H]1[C@H]2COc3ccc(Br)cc3[C@H]2N2C(=O)N(c3cccc(Cl)c3)C(=O)[C@]12C | -1 | -8 | 1 | -8 | 1.6 | -3 | 5 | 0 | -0.2 | 2.4
Cc1ccccc1-c1nc(-c2ccc(NC(=O)c3cccs3)cc2)no1 | 12 | -8 | -4 | -8 | 1.1 | 2 | 7 | 1 | -1.5 | 0.8
Cc1ccc(C(=O)Nc2cccc(C(F)(F)F)c2)cc1NC(=O)c1ccno1 | -4&1 | -4 | 3&4 | -1&-2 | -0.3&0.3 | 0&-5 | -3&13 | -3&0 | 0.2&-0.3 | 0.1&0.6
CC(C)c1ccc([C@@H]2O[C@H](C)CC3=C2C(=O)OC(C)(C)O3)cc1 | nt | nt | 1 | -2 | -1.1 | -4 | 3 | nt | -0.7 | -0.1
CCOC(=O)N1CCC(N2C(=O)c3ccccc3C2Nc2cccnc2)CC1 (stereo not drawn) | 1 | -1 | -3 | -1 | -0.4 | 0 | -7 | 4 | 0.7 | 0.3
Cc1ccsc1C(=O)NCCc1c[nH]c2ccccc12 | 2 | -17 | 7 | -3 | -0.5 | 9 | 15 | 2 | -0.4 | 0.0
O=C(COC(=O)COc1ccc(Cl)cc1)NCc1cccs1 | -1 | -17 | 1 | -2 | -0.8 | -17 | -12 | 1 | 0.2 | -1.1
COc1ccccc1N1CCN(C(=O)CCCCCn2c(=S)[nH]c3cc4c(cc3c2=O)OCO4)CC1 | 20 | nt | 1 | 2 | 1.7 | 10 | -2 | -1 | 0.1 | 0.1
CCOC(=O)N1CCN(CC(=O)Nc2c(C(=O)OC)[nH]c3cccc(Cl)c23)CC1 | 17 | 0 | -3 | -9 | 0.3 | -8 | -2 | 3 | -1.4 | nt
CN(C)c1cccc(Nc2ccc(-c3ccc(OC(F)(F)F)cc3)cn2)c1 | 9 | nt | -28 | -2 | -1.6 | -13 | 0 | -2 | -0.3 | 1.2
Cc1cc(C)cc(NC(=S)NCc2ccncc2)c1 | 0 | -1 | 5 | -10 | -1.9 | 7 | 10 | -1 | -0.5 | 1.4
CN=c1oc2ccc(Cl)cc2cc1C(N)=O | 0 | 0 | -17 | -3 | -0.3 | -7 | -10 | -3 | -0.6 | 0.6

Whole records, quoted from the list:
Cc1ccsc1C(=O)NCCc1c[nH]c2ccccc12 in the list: DNMT1 inh: 2; Scp-1 inhibitor: -17; SUMO1-SIM PPI: 7; MsrA act: -3; LMPTP block: -0.5; NRP1-CendR mod: 9; eLon inh: 15; STEP inh: 2; Tb MetRS inh: -0.4; MsrA inh: 0.0
Cc1cc(C)cc(NC(=S)NCc2ccncc2)c1 in the list: DNMT1 inh: 0; Scp-1 inhibitor: -1; SUMO1-SIM PPI: 5; MsrA act: -10; LMPTP block: -1.9; NRP1-CendR mod: 7; eLon inh: 10; STEP inh: -1; Tb MetRS inh: -0.5; MsrA inh: 1.4

Assay outcomes from PubChem.
